SMARCA2 activ: increases SMARCA2 function in MMTV reporter cells; MG213 cells, MMTV-luciferase reporter, dexamethasone, overnight; activation, % at 9.1 µM; actives 1% (n = 370,000); AID 652017; in the data active = activation above about 7.8%;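 note: 0% = vehicle wells and 100% = reference activator wells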
PG9 Ab binder: PG9 antibody binding by small molecule | TR-FRET gp120-PG9 antibody binding | inhibition, % at 6.7 µM | actives 0.43% (n = 360,000); in the data active = inhibition above about 8.5%
HTRA1 inhibitor: HTRA1 (human) protease inhibition | Q92743 | recombinant HTRA1, FP-rhodamine activity-based probe, fluorescence polarization | inhibition, % at 5.96 µM | actives 0.5% (n = 340,000) | AID 504803; in the data active = inhibition above about 36%;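 note: 0% = enzyme with DMSO and 100% = wells lacking enzyme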
Target sequence (Q92743 whole entry, looked up): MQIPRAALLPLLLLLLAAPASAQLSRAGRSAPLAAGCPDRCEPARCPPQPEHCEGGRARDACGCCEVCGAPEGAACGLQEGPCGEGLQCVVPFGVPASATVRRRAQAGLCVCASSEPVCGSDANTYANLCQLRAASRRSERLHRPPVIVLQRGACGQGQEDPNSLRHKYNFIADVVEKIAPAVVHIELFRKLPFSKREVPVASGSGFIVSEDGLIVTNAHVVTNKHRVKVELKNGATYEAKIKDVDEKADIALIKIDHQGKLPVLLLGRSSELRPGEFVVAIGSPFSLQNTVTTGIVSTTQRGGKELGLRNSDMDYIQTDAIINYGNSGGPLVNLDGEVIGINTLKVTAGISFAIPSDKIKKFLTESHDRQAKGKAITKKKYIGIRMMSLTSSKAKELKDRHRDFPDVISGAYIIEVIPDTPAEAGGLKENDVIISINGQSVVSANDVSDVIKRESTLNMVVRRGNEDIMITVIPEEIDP
Rev-erbA mod: Rev-erb alpha (human) modulation; Rev-erbα–FITC-DNA binding, fluorescence polarization, 90 min; actives 0.79% (n = 370,000); activity, % at 10 µM;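 active = activity above about 14%, limit read from the data; passing the limit was not always enough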;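 note: 0% = DMSO wells with 35 nM protein and 100% = DMSO wells with 750 nM protein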
NPR1 activator: GC-A (human) enzyme activation; activation, % at 10 µM; P16066; actives 0.14% (n = 370,000); HEK293 GC-A cells, cGMP TR-FRET, EC30 ANP; 0% at EC30 ANP, 100% saturating ANP; in the data active = activation above about 40%
ASAP1 GAP inh: inhibitors of human ASAP1 ArfGAP activity; Q9ULH1; ASAP1-stimulated ARF1 GTP hydrolysis, GDP FP detection; inhibition, % at 16.5 µM; actives 0.19% (n = 360,000); AID 624377; in the data active = inhibition above about 25%;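 note: 0% = vehicle with enzyme and substrate and 100% = no enzyme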
Target sequence (Q9ULH1 325-724 limits assumed): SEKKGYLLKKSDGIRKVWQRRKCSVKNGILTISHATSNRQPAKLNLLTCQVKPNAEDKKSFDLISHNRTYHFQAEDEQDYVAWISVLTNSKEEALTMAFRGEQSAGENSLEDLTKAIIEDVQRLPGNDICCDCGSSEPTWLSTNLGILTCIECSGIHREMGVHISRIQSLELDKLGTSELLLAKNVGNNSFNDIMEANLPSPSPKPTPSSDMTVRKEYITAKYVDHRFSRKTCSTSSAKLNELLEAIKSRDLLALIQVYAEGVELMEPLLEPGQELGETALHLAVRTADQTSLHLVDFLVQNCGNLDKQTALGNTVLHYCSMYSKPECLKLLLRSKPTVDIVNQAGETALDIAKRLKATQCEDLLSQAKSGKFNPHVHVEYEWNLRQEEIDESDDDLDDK
rCAG RNA binder: r(CAG) repeat RNA binding. inhibition, % at 3 µM. actives 1.3% (n = 370,000). AID 651821. TO-PRO-1 dye displacement fluorescence;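 active = inhibition above the plate cutoff, the mean of all test compounds on that plate plus 3 SD, cut at about 35% in these data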;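 note: 0% = DMSO alone and 100% = 100 µM mitoxantrone as full dye displacement; higher means more dye released from RNA so lower well fluorescence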
mABHD4 FP: ABHD4 (mouse) inhibition, primary FP screen. AID 720543. Q8VD66. purified mABHD4, FP-Rh probe fluorescence polarization. inhibition, % at 8.92 µM. actives 0.54% (n = 370,000);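 active = inhibition exceeding the mean over every tested compound plus 3 SD, cut at about 30% in these data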;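 note: 0% = plate median of compound wells and 100% = S159A mutant with DMSO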
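Test system: mouse ABHD4 enzyme, wild type. Reagent: FP-Rh fluorescent activity-based probe, added after compound pre-incubation. Timing: pre-incubation 45 min, probe exposure 60 min, at 25 °C. Technique: FP readout, ex 525 nm / em 598 nm. Benchmarks: high control S159A mutant with DMSO, low control median of compound wells.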
NPR2 activator: GC-B (human) receptor activation; HEK293-GC-B cells, CNP EC30, cGMP TR-FRET; 0% at EC30 CNP, 100% saturating CNP; AID 1920062; actives 0.11% (n = 370,000); P20594; activation, % at 10 µM;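 active = activation at 10 µM reaching about 35% in either raw or pattern-adjusted values, limit read from the data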
ARFGAP1 inh: inhibits rat ARF GTPase activating protein 1 | Q62848 | Arfgap1-stimulated ARF1 GTP hydrolysis, GDP FP detection | inhibition, % at 16.5 µM | actives 0.26% (n = 360,000);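 active = inhibition above a per-plate limit, mean inhibition of low control wells plus 3 SD, cut at about 25% in these data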;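 note: 0% = DMSO wells with enzyme and 100% = wells lacking Arfgap1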
Target sequence (Q62848 1-136 limits assumed): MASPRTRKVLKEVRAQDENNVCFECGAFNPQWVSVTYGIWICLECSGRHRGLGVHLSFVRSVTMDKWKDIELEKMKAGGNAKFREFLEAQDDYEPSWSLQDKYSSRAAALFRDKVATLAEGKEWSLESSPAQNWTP
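Material: rat Arfgap1 catalytic domain, aa 1-136; also added: human ARF1(Δ1-17)-GTP substrate; compound dosing: one concentration, 16.5 µM, DMSO 1.26%; incubation: GTP hydrolysis reaction 2 h at 25 °C; measured by: Tracer-displacement fluorescence polarization with EDTA stop, 620/688 nm; evaluation: % inhibition from polarization; repeats: one replicate per compound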
Numbers without * were called inactive; . = not tested or not shown.

SMILES	SMARCA2 activ	PG9 Ab binder	HTRA1 inhibitor	Rev-erbA mod	NPR1 activator	ASAP1 GAP inh	rCAG RNA binder	mABHD4 FP	NPR2 activator	ARFGAP1 inh
COc1ccccc1NC(=O)C[n+]1ccccc1	-5	-1.2	2	2	-2	0	4	0	-2	3
Cc1ccc(C(=O)NN2C(=O)C3C4C=CC(C5CC45)C3C2=O)cc1 (stereo unspecified)	2	-0.4	0	-5	1	-7	0	-1	8	0
N#Cc1ccc(-c2ccccc2)nc1Sc1ccc(F)cc1	-4	0.6	1	13	0	6	-3	-1	7	3
C=CC[C@@H](CC(=O)N[C@@H](CO)Cc1ccccc1)C(=O)NC[C@@H](OC(=O)[C@@H](CC=C)Cc1ccc(F)cc1)c1ccccc1	0	-0.8	-4	-1	-1	6	-1	3	10	4
CCN(CC)C(=O)CSc1nc(C)cc(C)n1	0	0.5	.	3	-4	-2	0	1	-1	-9
CN(Cc1ccccc1)C(=O)c1[nH]cnc1C(=O)Nc1ccccc1F	2	-0.6	6	-4	0	-2	2	-4	0	1
CN(C)CCNC(=O)CNC(=S)N(Cc1ccccc1)Cc1cccnc1	-3	0.8	3	0	-2	-7	-3	4	0	-8
Cc1ccc2[nH]c3c(=O)n(CCN4CCOCC4)cnc3c2c1	3	-0.4	5	4	-2	-5	0	6	-1	13
COc1ccc(OC)c(CN2C(=O)c3ccccc3C2c2nnnn2-c2ccc3c(c2)OCCO3)c1 (stereo unspecified)	-5	0.5	.	2	-10	13	4	5	-5	-6
CCN(c1ccccc1)c1nc(=O)c2cccnc2s1	2	1.7	17	6	2	5	-3	5	-4	6
COC(=O)CCCCCCCCC(=O)Nc1nc2ccccc2s1	-7	-0.8	-7	0	2	9	0	-23	-3	23
CC(=O)c1cc2c(cc1NC(=O)CN1CCC(Cc3ccccc3)CC1)OCO2	-3	0.1	5	4	-8	22	1	-6	6	1
CN(C)c1ccc(C(=S)N2CCN(C(=S)Nc3ccc(Cl)cc3)CC2)cc1	0	0.2	-2	0	-3	4	3	6	2	16
COc1ccc(C(=O)/C=C/Nc2ccc(S(=O)(=O)Nc3nc(C)cc(C)n3)cc2)c(OC)c1	-3	-0.7	-8	-1	-6	-10	13	-3	-1	-5
Cc1cccc(NC(=O)Nc2cccc3ccccc23)c1	0	-0.1	0	-2	-1	-2	1	-3	-5	6
COC(=O)c1ccc(CSc2ncnc3c2nnn3-c2ccc(OC)cc2)o1	0	-1.0	3	-5	8	-1	1	-2	3	-15
COc1cccc(-c2nc(OC(C)C)c3ccccc3n2)c1	1	1.9	-13	-2	3	-2	5	-20	6	11
COc1ccc(OC)c(C2C(C(=O)N(C)C)=C(C)Nc3nc4ccccc4n32)c1 (stereo unspecified)	-2	0.1	-1	1	-36	-2	3	-1	-38	-2
CCC(=O)N/N=C(\C)CC(=O)Nc1ccc2ccccc2c1	-1	-0.8	3	-6	1	-16	2	-4	1	-1
O=C(CCOc1ccccc1)NCc1ccccc1	0	0.4	-4	-7	-1	-4	-3	-4	7	1
Cc1[nH]nc(-c2ccc(OCc3cnn(-c4ccccc4)c3)cc2O)c1Oc1ccccc1F	0	-1.3	-4	3	-3	-3	10	-10	1	-7
COc1cc(C(=O)NC2CC(C)(C)CC(C)(C)C2)ccc1OC1CCN(C(C)=O)CC1	-2	1.1	1	-9	-2	1	-9	0	0	-4
CN1CCCC(CC2c3ccccc3Sc3ccccc32)C1 (stereo unspecified)	-7	-2.5	6	-1	-33	1	8	2	-21	7
Cc1ccc(NC(=O)CCNS(=O)(=O)c2ccc3[nH]c(=O)oc3c2)c(Cl)c1	-2	-0.3	3	5	5	-6	8	2	0	3
NC(=O)COC(=O)CNC(=O)c1ccc(Cl)cc1	-1	-0.9	6	1	0	9	0	-2	-1	0
Cc1ccc(NC(=S)N2CCN(c3ccccn3)CC2)c(C)c1	2	-3.4	0	0	3	-6	-1	2	-2	-5
O=C(OCc1ccccc1)N1C=CCC[C@@H]1c1c(Cl)cccc1Br	-2	1.0	.	6	-3	-10	7	-3	-7	-8
COc1cccc(CC2CC(=O)N(CCc3ccc4c(c3)OCO4)C2=O)c1 (stereo unspecified)	0	-2.1	-7	5	0	4	-9	-6	-2	-3
COc1ccc(C(=O)NCCN=C2NS(=O)(=O)c3ccccc32)cc1	-3	-1.3	2	-3	0	-1	0	2	-3	0
O=[N+]([O-])c1ccc(/C=N/Nc2ccnc3cc(Cl)ccc23)o1	3	-5.2	22	3	0	5	26	17	-2	3
Cc1ccc(NC(=O)CN2C(=O)C3CC=C(Cl)CC3C2=O)cc1 (stereo unspecified)	-2	0.3	-2	-5	2	-1	1	12	0	3
COC(=O)c1c(NS(=O)(=O)c2ccc(C)cc2)sc2c1CCC(C)C2 (stereo unspecified)	-5	1.5	-3	3	1	-7	7	-6	2	-1
COCCNC(=O)c1onc(CSc2ccncc2)c1C(=O)NCCOC	1	-0.2	1	-3	-2	-1	-3	10	0	-2
O=S1(=O)C[C@H]2NC(=S)N(c3ccccc3)[C@H]2C1	-1	1.3	-2	4	-1	-10	3	1	3	5
C[C@@H]1CN([C@H](C)CO)C(=O)CCCn2cc(nn2)CO[C@H]1CN(C)C(=O)Oc1ccccc1	-3	-0.7	.	-3	1	16	-2	0	6	0
CCN(CC)C(=O)c1cn(C)c2ccc(S(=O)(=O)N(CC)CC)cc2c1=O	-3	-1.3	3	-4	2	-2	-6	1	6	-5
Cc1nc(CC(=O)N/N=C/c2ccc(OCC(=O)O)cc2)cs1	0	-0.5	16	-11	-2	-7	0	-1	3	-3
O=C(Nc1c2c(nn1-c1cccc(Cl)c1)CS(=O)C2)c1ccc2c(c1)OCO2 (stereo unspecified)	-2	-0.3	-2	-3	-1	-1	-4	2	-4	9
C=CCNc1ncnc2c1ncn2[C@H]1CN(Cc2cccs2)C[C@@H](CO)O1	-1	-0.5	.	0	0	-10	1	-15	-4	-15
CC1CCN(c2c([N+](=O)[O-])nn(-c3ccc4c(c3)OCCO4)[n+]2[O-])CC1	-3	0.9	-7	4	0	4	-3	6	-4	-3
CCC(C)NC(=O)CSc1nc2ccsc2c(=O)n1-c1ccc(OC)cc1 (stereo unspecified)	-1	1.9	0	5	-1	-2	-2	5	5	1
CN(C(=O)CSc1nnc(Cc2cccs2)n1C1CC1)C1CCS(=O)(=O)C1 (stereo unspecified)	3	-0.8	0	-6	0	4	-1	-2	1	11
O=C(C1CC(=O)N(C2CCCC2)C1)N1CCN(c2ccccc2)CC1 (stereo unspecified)	0	-0.9	2	0	5	5	-3	0	6	1
O=C(CCc1ccccc1)Nc1ccc(S(=O)(=O)N2CCCC2)cc1	0	-1.6	12	-1	3	-3	1	-3	1	0
CC1C(=O)N2CCCc3cc(NC(=O)c4ccccc4Br)cc1c32 (stereo unspecified)	5	-1.8	0	3	2	-1	-1	-2	3	11
CC1CCCCC1NC(=O)CN1C(=O)COc2ccccc21 (stereo unspecified)	-1	-2.4	4	1	-2	9	0	-1	3	7
CCN(CCCNS(=O)(=O)c1ccc2c(c1)oc(=O)n2C)c1cccc(C)c1	-1	0.6	2	6	-10	-4	4	-4	-1	-12
Cc1ccc(-c2nnc(-c3cc(C)on3)o2)cc1	9.0*	-1.7	2	1	-1	19	-5	1	0	5
Cc1ccc2nc(-c3ccncc3)cc(C(=O)Nc3ccc(OC(F)F)cc3)c2c1	-3	-1.2	-7	-12	1	1	2	-6	5	-2
CCOC(=O)c1ccc(-n2ncc(C(=O)OCC)c2N)cc1	2	-1.3	0	0	0	-11	-6	-2	-4	-1
The listing continues.
SMILES	SMARCA2 activ	PG9 Ab binder	HTRA1 inhibitor	Rev-erbA mod	NPR1 activator	ASAP1 GAP inh	rCAG RNA binder	mABHD4 FP	NPR2 activator	ARFGAP1 inh
COc1ccc(C(=O)N2CCC(C(=O)Nc3ccc(C)cc3)CC2)cc1	3	1.2	1	7	0	0	-2	-10	1	14
CCC(=O)N1CCC(C)(C(=O)Nc2cc(OC)c(OC)c(OC)c2)C1 (stereo unspecified)	-5	0.0	.	-4	1	4	1	4	-2	7
COC(=O)C1CN(Cc2ccc(Cl)cc2)CCS(=O)(=O)N1Cc1cn(Cc2ccc(C)cc2)nn1 (stereo unspecified)	-5	.	.	-6	-7	.	2	-3	-7	.
COc1ccc(-c2cc(-c3ccc(C)cc3)nc(SCc3nnc(-c4ccccc4)o3)c2C#N)cc1OC	-1	-1.9	5	80*	-3	-11	7	3	2	-5
COc1cc(OC)c(NC(C)C(=O)NCc2ccccc2)cc1Cl (stereo unspecified)	3	-4.5	3	-3	-4	0	-6	6	0	-12
Cc1cccc(OCc2nnc(N)s2)c1C	4	-2.3	-6	2	-3	0	0	2	0	0
CCC(CO)Oc1cc(NC(=O)Cc2ccccc2F)c2ncn(C(C)C)c2c1 (stereo unspecified)	1	-0.3	-3	-1	-2	-7	-10	2	-2	-3
NC(=O)C1CCN(C(=O)CSc2nc3ccccc3o2)CC1	-2	0.3	5	-3	-1	1	1	3	3	-3
CN(CC(=O)Nc1cccc(F)c1)C(=O)c1ccc(COc2ccccc2)o1	-1	-0.1	-4	6	1	-8	2	4	3	6
CCc1ccc(C(=O)N2CCCN(C)CC2)s1	1	-2.1	-5	-6	0	-11	-3	7	2	7

Some of the entries above, set out differently.
Values in the order: SMARCA2 activ | PG9 Ab binder | HTRA1 inhibitor | Rev-erbA mod | NPR1 activator | ASAP1 GAP inh | rCAG RNA binder | mABHD4 FP | NPR2 activator | ARFGAP1 inh
> NC(=O)C1CCN(C(=O)CSc2nc3ccccc3o2)CC1
  -2 | 0.3 | 5 | -3 | -1 | 1 | 1 | 3 | 3 | -3
> CN(CC(=O)Nc1cccc(F)c1)C(=O)c1ccc(COc2ccccc2)o1
  -1 | -0.1 | -4 | 6 | 1 | -8 | 2 | 4 | 3 | 6
> CCc1ccc(C(=O)N2CCCN(C)CC2)s1
  1 | -2.1 | -5 | -6 | 0 | -11 | -3 | 7 | 2 | 7

Next section
SMILES	SMARCA2 activ	PG9 Ab binder	HTRA1 inhibitor	Rev-erbA mod	NPR1 activator	ASAP1 GAP inh	rCAG RNA binder	mABHD4 FP	NPR2 activator	ARFGAP1 inh
CCN(Cc1ccncc1)Cc1c(O)ccc2cc(Br)ccc12	-2	-0.9	.	11	0	7	20	19	2	12
O=C(Cc1ccc(Cl)c(Cl)c1)N/N=C/c1cccnc1	-1	0.8	-2	4	2	-18	-3	-6	-3	4
CCOC(=O)/C=c1\s/c(=C\c2ccc(C(F)(F)F)cc2)c(=O)n1CC(=O)NCc1ccco1	-2	0.8	-29	1	-4	12	13	-4	-5	3
CCN(CC(=O)Nc1c(F)cccc1F)C(=O)CCOc1ccc(C)cc1	2	-2.1	-8	-2	2	-11	-5	2	-5	-2
O=C(NC1CC1)c1ccccc1	-4	-0.5	2	2	9	5	1	-3	2	3
CC(C)(C)OC(=O)N1CCC(NC(=O)c2[nH]cnc2C(=O)Nc2ccc(Cl)cc2)CC1	1	-0.7	4	-2	-4	0	18	-1	-13	12
CCCN(CCC)CCCNC(=O)CCNS(=O)(=O)c1ccc(Br)cc1	-2	1.3	0	5	1	-2	-4	1	-5	15

Screens from PubChem.
